Compound activity deposited in PubChem BioAssay by National Center for Advancing Translational Sciences (NCATS).
TrxR1 substrate = qHTS Assay for Substrates of Mammalian Selenoprotein Thioredoxin Reductase 1 (TrxR1): qHTS. Thioredoxin reductase 1, cytoplasmic (Rattus norvegicus), O89049. purified TrxR1 substrate turnover, NADPH consumption readout. Potency, µM (highest dose often 114 µM), inactives show at the top dose activity change, negative = substrate turnover. actives 0.01% (n = 390,000). AID 588456, 2011; also: potency is read from the fitted curve at half-maximal effect; % is scaled to controls: 0 for no effect and ±100 for the full control effect; nearly all actives have a fitted effect of over 50% in size
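Rat TrxR1, dispensed at 90 nM, was prereduced with 400 uM NADPH (final) for 5 min at ~22 deg C, then incubated with compound 15 min before 400 uM selenite. A first-read NADPH fluorescence drop versus no-compound background flagged substrates.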
USP1 inh = Inhibitors of USP1/UAF1: Primary Screen; Ubiquitin carboxyl-terminal hydrolase 1 (Homo sapiens), O94782; recombinant USP1/UAF1, Ub-Rhodamine cleavage fluorescence; Potency, µM (doses to about 57.1 µM), inactives show at the highest dose activity change, negative = inhibition, most hits filed as inhibitors; actives 0.23% (n = 390,000); AID 743255, 2014; also: potency is read from the fitted curve at half-maximal effect; % is scaled to controls: 0 for no effect and ±100 for the full control effect; nearly all actives have a fitted effect of over 60% in size; inactives centre near -12
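High-throughput fluorogenic screen: 1nM USP1/UAF1 complex, Ub-Rho substrate 150nM final, 50mM HEPES pH 7.8 with 0.5mM EDTA, 0.1 mg/ml BSA, 1mM TCEP and 0.01% Tween-20.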
D2 agonist = HTS Assay for Allosteric Agonists of the Human D2 Dopamine Receptor: Primary Screen for Agonists; HEK293 T-REx D2 cells, calcium flux agonist mode; D(2) dopamine receptor (Homo sapiens), P14416; activation, % at 2 µM; AID 485358, 2010; actives 0.53% (n = 340,000);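 active = activation over 3 SD above normal in the single-dose calcium agonist read, cut at about 30% in these data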; also: 0% is about no effect
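Agonism is scored from calcium flux in a force-coupled, inducible HEK293 cell line expressing D2, read kinetically for 180 s after compound addition against dopamine controls.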
D2 antagonist = HTS Assay for Allosteric Antagonists of the Human D2 Dopamine Receptor: Primary Screen for Antagonists. D(2) dopamine receptor (Homo sapiens), P14416. HEK293 TREx D2 cells, calcium flux, dopamine EC80. inhibition, % at 10 µM. actives 2% (n = 340,000). AID 485344, 2010; in the data active = inhibition above about 30%; also: 0% is about no effect
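In this primary screen, negative modulation is detected by tracking calcium flux after an EC80 dopamine challenge in inducible HEK293 T-REx D2 cells preexposed to test compound for 180 s.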
TRHR PAM = qHTS for Small Molecule Agonists and Allosteric Enhancers of Human TRH Receptor: Primary Screen for Enhancers; Thyrotropin-releasing hormone receptor (Homo sapiens), P34981; TRHR cells, fluo-8 calcium fluorescence, EC20 TRH enhancement; enhancement, % at 2 µM; actives 0.66% (n = 360,000); AID 493056, 2011; in the data active = enhancement above about 30%; also: 0% is about no effect
Target sequence (P34981 whole entry, looked up): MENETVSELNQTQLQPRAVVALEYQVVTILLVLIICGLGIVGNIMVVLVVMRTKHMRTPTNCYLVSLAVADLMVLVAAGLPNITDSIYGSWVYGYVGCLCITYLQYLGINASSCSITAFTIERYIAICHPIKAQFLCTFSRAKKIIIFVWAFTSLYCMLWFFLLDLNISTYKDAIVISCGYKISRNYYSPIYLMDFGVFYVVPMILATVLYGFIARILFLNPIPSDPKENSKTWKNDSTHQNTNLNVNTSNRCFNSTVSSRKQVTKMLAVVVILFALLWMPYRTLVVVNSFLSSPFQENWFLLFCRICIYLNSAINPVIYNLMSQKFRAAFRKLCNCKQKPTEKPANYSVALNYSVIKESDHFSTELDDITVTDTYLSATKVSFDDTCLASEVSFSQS
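TRHR-expressing cells loaded with fluo-8 calcium dye were read kinetically (ex 480/em 530) during compound addition, then stimulated with an EC20 of TRH (10 nM final). Enhancement of the Gq-mediated intracellular calcium response was scored.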
IDH1 R132H inh = qHTS for Inhibitors of mutant isocitrate dehydrogenase 1 (IDH1): qHTS | IDH1-R132H enzyme, NADPH consumption, diaphorase/resazurin fluorescence | Potency, µM (top dose mostly 76.6 µM), without a hit: at the top dose activity change, negative = inhibition, most hits filed as inhibitors | actives 0.093% (n = 390,000); also: potency is read from the fitted curve at half-maximal effect; % is scaled to controls: 0 for no effect and ±100 for the full control effect; nearly all actives have a fitted effect of over 65% in size
Target sequence (O75874 whole entry R132H, stated change not applied): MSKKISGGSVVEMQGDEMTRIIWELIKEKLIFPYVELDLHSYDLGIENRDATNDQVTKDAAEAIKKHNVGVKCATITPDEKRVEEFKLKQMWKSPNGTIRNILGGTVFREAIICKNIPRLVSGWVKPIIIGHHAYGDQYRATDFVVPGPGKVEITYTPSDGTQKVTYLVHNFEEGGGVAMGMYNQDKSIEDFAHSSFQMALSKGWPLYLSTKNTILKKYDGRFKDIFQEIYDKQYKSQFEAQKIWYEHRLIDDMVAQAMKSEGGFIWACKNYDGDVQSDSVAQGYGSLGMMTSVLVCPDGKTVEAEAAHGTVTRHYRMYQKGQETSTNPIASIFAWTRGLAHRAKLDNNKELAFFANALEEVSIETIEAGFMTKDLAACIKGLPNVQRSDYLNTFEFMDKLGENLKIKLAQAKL
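IDH1-R132H (0.5 ug/mL dispensed) in pH 7.5 Tris buffer was preincubated 30 min with compound, then given a substrate mix of 0.016 mM NADPH and 2 mM alpha-KG for 80 min at room temperature; remaining NADPH was read by diaphorase/resazurin fluorescence.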
rTrxR1 inhibitor = qHTS Assay for Inhibitors of Mammalian Selenoprotein Thioredoxin Reductase 1 (TrxR1): qHTS | Thioredoxin reductase 1, cytoplasmic (Rattus norvegicus), O89049 | recombinant rTrxR1, NADPH fluorescence consumption, selenite substrate | Potency, µM (highest dose often 114 µM), without a hit: at the highest dose activity change, negative = inhibition, usual class: inhibitors | actives 1% (n = 390,000); also: potency is read from the fitted curve at half-maximal effect; % is scaled to controls: 0 for no effect and ±100 for the full control effect; nearly all actives have a fitted effect of over 65% in size
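Rat TrxR1 (90 nM in the dispensed reagent) was pre-reduced with 400 uM NADPH for 5 min at room temperature, then incubated with compound for 15 min. After 400 uM selenite was added, NADPH fluorescence (Ex 340/Em 450 nm) was followed for 8 min.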
TRHR ag = qHTS for Small Molecule Agonists and Allosteric Enhancers of Human TRH Receptor: Primary Screen for Agonists; Thyrotropin-releasing hormone receptor (Homo sapiens), P34981; TRHR cells, calcium flux fluo-8, FDSS agonist mode; activation, % at 2 µM; actives 0.18% (n = 360,000); in the data active = activation above about 30%; also: 0% is about no effect
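Agonist-mode FDSS calcium read (Ex 480/Em 530, 1 s cycles) in 1536-well TRHR cells with fluo-8 dye, after 10-cycle baseline and 23 nL compound addition; TRH at EC20 (10 nM final) added afterwards for the enhancer phase.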
Pin1 inh = qHTS Assay to Find Inhibitors of Pin1; Peptidyl-prolyl cis-trans isomerase NIMA-interacting 1 (Homo sapiens), Q13526; AID 504891, 2011; actives 0.009% (n = 390,000); Pin1 FP peptide displacement, HiFluor488, 10 min; Potency, µM (top dose mostly 115 µM), for the others: at the top dose activity, negative = inhibition, actives largely listed as inhibitors; active = well fitted inhibition curve with a large enough effect in the polarisation, with a control signal flat, not every such curve was filed as active; inconclusive = small, poorly fitted or top-dose-only effect, or effect the other way, or a change in a side signal; inactive = no such curve, though single readings can be large or run the other way; the % refers to the polarisation; also: potency is read from the fitted curve at half-maximal effect; % is scaled to controls: 0 for no effect and ±100 for the full control effect
Target sequence (Q13526 whole entry, looked up): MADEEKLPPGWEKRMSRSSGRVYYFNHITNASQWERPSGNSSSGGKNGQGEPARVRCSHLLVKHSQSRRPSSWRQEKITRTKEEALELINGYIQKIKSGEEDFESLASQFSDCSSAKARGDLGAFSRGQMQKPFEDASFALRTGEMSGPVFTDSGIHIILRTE
* marks the source's active call; other numbers are inactive results; ? = inconclusive; · = no result given; [ ] = another dose, or the depositor's remark. Unless noted, calls follow the shape of the dose curve; as a rule, active = well fitted inhibition curve with a large enough effect; inconclusive = small, poorly fitted or top-dose-only effect; inactive = no such curve, though single readings can be large or run the other way.

Results follow in this order: TrxR1 substrate	USP1 inh	D2 agonist	D2 antagonist	TRHR PAM	IDH1 R132H inh	rTrxR1 inhibitor	TRHR ag	Pin1 inh
- C[C@@H]1CC=C[C@@H]2[C@H]1C(=O)N(Cc1ccccc1)[C@H]2c1cccc(Br)c1
    -1.6%	-13.4%	·	·	·	-3.3%	10.8%	·	-7.7%
- C=CCn1cc(/C=N/N2C(=O)C3C4C=CC(C4)C3C2=O)c2ccccc21 (stereo not drawn)
    -0.1%	-21.7%	0.0	4.5	-1.6	7.6%	21.3%	-0.1	-2.8%
- COc1ccc(C)cc1NC(=O)CC(=O)Nc1ccc2nc3n(c(=O)c2c1)CCCCC3
    -2.2%	-26.2%	1.1	·	4.8	11.7%	3.1%	-0.9	0.1%
- CC(NC(=O)COc1ccc(S(=O)(=O)N2CCCC2)cc1)c1ccccc1 (stereo not drawn)
    1.8%	1.6%	-0.6	-7.6	22.7	2.4%	10.7%	-0.5	1.2%
- CN(C)S(=O)(=O)c1ccc(C(=O)NCc2cccs2)cc1
    1.6%[57.1 µM]	3.9%	-2.1	5.8	6.1	-1.3%	-3.1%[57.1 µM]	-0.1	2.4%
- CN1/C(=C/c2cccc[n+]2CCO)Sc2ccccc21
    15.3%	-13.2%	0.3	10.3	3.4	1.9%	22.5%[57.1 µM]	-0.1	6.3%
- CN1C[C@@H]2[C@@H]3C(=O)N(C)C(=O)[C@@H]3[C@](C)(C1=O)N2C(=O)c1ccc(C(C)(C)C)cc1
    -3.9%	-15.8%	·	·	·	2.4%	8.2%	·	-14.9%
- O=C(CNc1cc(S(=O)(=O)N2CCOCC2)ccc1N1CCCC1)N1CCc2ccccc21
    4.6%[57.1 µM]	-17.4%	1.9	9.1	-7.6	-4.3%	9.9%[57.1 µM]	-1.2	8.5%
- CCOc1ccc2ccccc2c1C1NC(=O)N(C)C(C)=C1C(=O)OCCOC (stereo not drawn)
    -2.8%	0.2%	0.2	-4.2	5.2	2.4%	11.1%	0.0	1.3%
- CCOc1ccc(C(=O)N2CCN(c3ccccc3)CC2)cc1
    6.9%[57.1 µM]	-15.6%	1.1	-1.6	-0.3	10.3%	14.6%[57.1 µM]	-0.2	-11.2%
- Cc1cccc(C)c1OCCCCn1c(C2CC(=O)N(c3ccc(F)cc3)C2)nc2ccccc21 (stereo not drawn)
    -6.6%	-6.7%	1.0	·	-2.6	27.0%	7.6%	2.9	13.2%
- CN(C)S(=O)(=O)c1cccc(NC(=O)COC(=O)/C=C/c2ccc([N+](=O)[O-])cc2)c1
    6.0%[57.1 µM]	-17.1%	-0.5	-0.4	-4.9	21.1%	11.1%[57.1 µM]	-0.6	-0.6%
- COC(=O)c1c(NC(=O)COC(=O)C2CCC2)sc(C)c1C
    -3.7%[57.1 µM]	-26.0%	-0.2	-4.7	1.5	3.0%	-4.6%[57.1 µM]	0.3	-7.4%
- CC(C)CN(CC(C)C)C(=O)CC(=O)NC(=O)c1ccc(Cl)cc1
    8.1%[57.1 µM]	-1.4%	-1.2	24.6	-0.4	6.9%	-4.3%[57.1 µM]	-0.6	-3.8%
- CC(=O)c1ccc(N2CCN(c3ccccc3O)CC2)c([N+](=O)[O-])c1
    -4.8%	-12.8%	1.6	-8.4	4.0	5.5%	8.7%	2.1	-7.7%
- CC(C)CN(CCNC(=O)CN1C(=O)COc2ccc(S(=O)(=O)N3CCC(C)CC3)cc21)CC(C)C
    -4.4%	-17.7%	0.6	16.8	-1.5	1.9%	-10.8%	-0.3	3.2%
- O=C(O)c1ccc(CSCc2c(F)cccc2Cl)o1
    3.3%	-4.4%	-1.6	-5.6	13.2	-2.0%	11.2%	-0.4	-3.8%
- CCN(CC(=O)Nc1c(F)cccc1F)C(=O)c1ccc(Sc2nncn2C)c([N+](=O)[O-])c1
    0.8%[57.1 µM]	-20.7%	0.0	-7.8	-6.1	-8.6%	4.8%[57.1 µM]	0.0	-4.0%
- Oc1c(C(c2ccco2)N2CCC3(CC2)OCCO3)sc2ncnn12 (stereo not drawn)
    1.7%[57.1 µM]	1.2%	0.9	-2.2	-4.0	2.1%	?	0.2	-7.2%
- COc1ccc(-c2nc(CN3CCN(Cc4cccc(Cl)c4)CC3)c(C)o2)cc1
    2.2%	-20.6%	0.8	-25.6	5.8	4.8%	-2.6%	0.0	-1.3%
- COc1ccccc1-c1noc(-c2cccnc2)n1
    -6.1%	-0.7%	2.5	-10.0	5.2	3.1%	-4.3%	1.2	?
- Cc1cc(C)cc(NC(=O)CSc2nc(=O)[nH]c3c2CCC3)c1
    8.8%[57.1 µM]	-19.9%	-1.0	·	0.0	14.1%	12.4%[57.1 µM]	-0.3	7.0%
- Cc1ncc([N+](=O)[O-])n1CC(=O)NC1CCCCC1
    -7.9%	-1.8%	0.0	-7.0	2.4	-2.5%	-7.8%	1.0	5.7%
- Cc1ccc(-c2nn(-c3ccccc3)cc2CSC(=N)N)cc1
    -5.7%	-11.4%	-0.6	11.1	6.1	-1.1%	-4.7%	1.9	-5.2%
- Cc1cnc(NC(=O)CSCc2c(C)noc2C)s1
    -3.3%	-7.2%	·	·	·	6.0%	7.7%[57.1 µM]	·	0.7%
- O=C(CCc1nc(-c2ccccc2Cl)no1)NCCc1ccccc1
    -10.2%	-23.6%	1.2	19.7	0.1	0.0%	-8.7%	-0.5	22.7%
- CCn1c(SCC(=O)Nc2ccc(C)c(C)c2)nnc1-c1nonc1NC(C)=O
    -0.5%	-4.5%	-1.7	·	-2.2	0.0%	-2.2%	-0.6	-5.5%
- CC1(C)Cc2c(sc3ncn4nnnc4c23)CO1
    ·	·	0.4	-1.2	10.0	·	·	0.4	·
- N#CCCN(C(=O)Nc1ccc(Cl)c(Cl)c1)c1ccccc1
    -5.9%	-4.9%	0.5	2.5	1.4	-1.6%	-7.9%	0.0	-7.7%
- COc1ccc(CN(C)CCCn2cnc3c(OCc4ccccc4)ncnc32)cc1
    1.3%	-29.7%	·	·	·	2.0%[38.3 µM]	-18.3%	·	-1.8%
- COc1ccc(C=O)c2[nH]c3c(Cl)ncnc3c12
    9.5%	-19.0%	-0.1	-3.3	9.9	-4.2%	-5.1%	-0.8	22.7%
- COc1ccc(NS(=O)(=O)c2ccc(O)c(C(=O)OCC(=O)N3CCCCC3)c2)cc1
    4.3%	-21.6%	-0.2	1.6	-6.7	-0.2%	17.6%	0.1	2.7%
- COc1ccccc1CNC(=O)C1(NC(=O)Nc2ccc(C)cc2)CCCCC1
    -2.3%[57.1 µM]	6.5%	1.1	1.5	-16.5	-3.2%	0.7%[57.1 µM]	0.3	-7.3%
- Cc1cc(CN(C)C(=O)c2ccc(OC3CCN(CCc4ccccc4)CC3)cc2)on1
    0.7%	-20.8%	0.4	-5.2	2.4	-0.8%	7.6%	0.8	-4.4%
- CCOC(=O)c1cnc2c(-c3ccc(F)cc3)cnn2c1C(F)(F)F
    29.8%[57.1 µM]	-6.3%	-1.1	7.7	11.6	2.3%	7.3%[57.1 µM]	0.1	1.8%
- COc1ccc(Cl)cc1NC(=O)CN(C)C(=O)CN1C(=O)NC2(CCCC2)C1=O
    -4.1%	0.4%	-0.1	-11.5	29.0	-2.7%	1.3%	-0.7	0.3%
- O=C(NC(Cc1c[nH]c2ccccc12)C(=O)Nc1ccc(OC(F)(F)F)cc1)c1cccs1 (stereo not drawn)
    -5.6%[57.1 µM]	-22.9%	0.2	3.1	1.6	-21.9%	-2.4%[57.1 µM]	1.0	?
- CN(CC(=O)NCCc1ccccn1)S(=O)(=O)c1ccc(Cl)cc1
    2.4%[57.1 µM]	-5.4%	-4.2	-9.9	7.7	3.4%	13.8%[57.1 µM]	-0.2	-5.7%
- CC(C)n1c(SCC(=O)NC2CC2)nnc1-c1ccco1
    1.1%	-16.5%	-0.2	7.8	-3.0	5.6%	-17.4%	0.3	7.4%
- Cc1cc(N2CCOCC2)cc(C)[n+]1[O-]
    4.3%	-11.9%	-0.5	-2.0	14.5	-2.0%	14.4%	-0.4	-1.3%
- CN(Cc1c(F)cccc1Cl)C(=O)CNC(=O)c1sc2ccccc2c1Cl
    1.8%	-9.6%	1.7	3.8	-0.2	2.5%	33.7%	0.0	26.7%
- Cc1c(-c2nnc(SCC(=O)Nc3ccc(Br)cc3)o2)nnn1-c1ccc(F)cc1
    -10.1%[57.1 µM]	-23.0%	·	·	0.5	-7.2%	-8.4%[57.1 µM]	0.2	11.7%
- O=C(Nc1nccs1)c1ccc2ccccc2n1
    -4.2%	?	0.3	9.2	20.9	0.1%	2.6%	-0.4	-0.1%
- COc1ccc(Cl)c(Cn2c(NCc3ccco3)nc3c2c(=O)n(C)c(=O)n3C)c1
    -8.9%[57.1 µM]	-13.5%	·	·	0.3	14.8%	-4.6%[57.1 µM]	-0.7	?

This is a subset; the hit share may differ from the screen's.
